High-throughput results as filed in PubChem.
IDE cell activ: IDE (human) activation, cell-based; P14735; HEK cells, FAbeta-B cleavage, fluorescence polarization; 0% vehicle, 100% cell-free pure enzyme wells; activation, % at 5.96 µM; actives 0.073% (n = 340,000); AID 493087;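 active = activation above the mean of all tested compounds plus 3 SD, set per screening campaign, cut at about 17% in these data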
pCIP destab: lowers stability of the mouse p/CIP coactivator protein | Q05BA5 | actives 0.01% (n = 290,000) | F442A p/CIP-EGFP cells, EGFP fluorescence, 16 h | decrease of EGFP signal, % at 10 µM | AID 1984;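 active = EGFP signal decrease of at least 30% at 10 µM or well 3 SD below plate mean, unless failing retest; inactive = the rest, including hits failing retest or dose response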; also: some compounds called inactive have numbers as strong as hits; many of its hits are not listed in these tables
SUMO HTRF inh: SUMOylation inhibition; inhibition, % at 35 µM; actives 0.36% (n = 290,000); AID 2006; HTRF SUMOylation assay, SAE1/SAE2 + UBC9, in vitro; P63279; in the data active = inhibition above about 50%, passing the limit was not always enough; also: strong numbers were not always called active
PfM18AAP inh: PfM18AAP enzyme inhibition; recombinant PfM18AAP, H-Glu-NHMec fluorogenic cleavage; inhibition, % at 7.35 µM; actives 1.2% (n = 290,000);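 active = inhibition above the campaign mean inhibition over all tested compounds plus 3 SD, cut at about 28% in these data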;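 also: 0% = plate median of test compound wells and 100% = 2 mM ZnCl2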
IDE inh: inhibitors of human insulin-degrading enzyme in cells; HEK cells, FAbetaB cleavage, fluorescence polarization; inhibition, % at 5.59 µM; actives 0.41% (n = 320,000);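 active = percent inhibition above the average of all tested compounds plus 3 SD, set per screening campaign, cut at about 16% in these data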;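 also: IDE supplied by intact live HEK cells; FP after avidin binding of uncleaved biotin substrate so inhibition keeps polarization high; 0% = DMSO wells and 100% = 60 µM reference IDE inhibitor Ii1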
IMP-1 inh: inhibitors of Pseudomonas aeruginosa IMP-1 metallo-beta-lactamase; purified IMP-1, nitrocefin hydrolysis, epi-absorbance fluorescence; AID 1556; inhibition, % at 5.6 µM; actives 0.45% (n = 290,000);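 active = inhibition above the mean plus 3 SD of all compounds in the same screening run, cut at about 4.5% in these data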;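 also: 0% = IMP-1 with DMSO and 100% = DMSO wells lacking enzyme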
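System: Purified IMP-1 | Read-out basis: Percent enzyme inhibition | Controls: IMP-1 with DMSO as 0%, enzyme-free DMSO as 100% | Replicates: One well per compound | Doses: 5.6 µM nominal single concentration | Detection: Epi-absorbance fluorescence, 480 nm excitation, 530 nm emission | Incubation: 25 °C, 15 min preincubation, 25 min reaction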
NS3 helicase inh: HCV NS3 helicase inhibition; NS3 helicase DNA unwinding, Cy5 molecular beacon fluorescence; inhibition, % at 10.9 µM; actives 0.56% (n = 290,000); AID 1800;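 active = inhibition above the mean of all tested compounds plus 3 SD, set per campaign, cut at about 35% in these data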;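 also: 0% = DMSO wells and 100% = thioflavine S control wells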
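System: Hepatitis C virus NS3 helicase domain fragment enzyme | Reagent: Annealed dual-labelled DNA beacon duplex, ATP-started | Compound dosing: 10.9 µM single point, 0.8% DMSO | Incubation: 1 h reaction at 25 °C, ATP-initiated | Technique: Cy5 fluorescence | Evaluation: Percent inhibition from t60/t0 fluorescence ratio | Benchmarks: Low DMSO, high thioflavine S at 110 µM | Replication: Singlicate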
DNA FID counter: displaces DNA intercalator in HCV helicase counter-screen; DNA fluorescent intercalator displacement, fluorescence; inhibition, % at 7.9 µM; actives 0.17% (n = 290,000); AID 1845; in the data active = inhibition above about 37%;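 also: 0% = vehicle and 100% = reference compound; higher means more ethidium bromide displaced from hairpin DNA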
VIM-2 inhibitor: blocks Pseudomonas aeruginosa VIM-2 metallo-beta-lactamase; purified VIM-2, nitrocefin hydrolysis, epi-absorbance fluorescence; inhibition, % at 5.6 µM; actives 0.89% (n = 290,000); AID 1527;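 active = inhibition above the mean of all tested compounds plus 3 SD, cutoff set per screening run, cut at about 7.5% in these data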;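 also: red hydrolysis product quenches plate fluorescence so inhibitors raise well fluorescence; 0% = enzyme with DMSO and 100% = DMSO without enzyme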
The depositor's hits bear a star. Compounds as they come; any-hit rate near 3.6%.

Results for O=C(Cn1nnc2ccccc2c1=O)NCC1CCC(C(=O)O)CC1 (stereo unspecified) ?
IDE cell activ: 8; pCIP destab: 8; SUMO HTRF inh: 9; PfM18AAP inh: 1; IDE inh: 1; IMP-1 inh: -0.5; NS3 helicase inh: -8; DNA FID counter: -1; VIM-2 inhibitor: -0.4

How did O=C(CSc1nnc(NC(=O)c2ccco2)s1)NCc1ccc2c(c1)OCO2 do in these assays?
IDE cell activ: 1; pCIP destab: -6; SUMO HTRF inh: 5; PfM18AAP inh: 2; IDE inh: -7; IMP-1 inh: -4.2; NS3 helicase inh: -5; DNA FID counter: 2; VIM-2 inhibitor: -5.7

How did COC(=O)CCC(=O)NNC(=O)CCCOc1ccc(Cl)cc1Cl do in these assays?
IDE cell activ: -9; pCIP destab: 0; SUMO HTRF inh: -5; PfM18AAP inh: -1; IDE inh: 2; IMP-1 inh: -2.6; NS3 helicase inh: -1; DNA FID counter: 0; VIM-2 inhibitor: -3.9

What do the screens show for `Cc1ccc(-c2csc3ncnc(N4CCc5ccccc5C4)c23)cc1`?
IDE cell activ: 3; pCIP destab: -1; SUMO HTRF inh: -15; PfM18AAP inh: 0; IDE inh: -5; IMP-1 inh: -3.2; NS3 helicase inh: 3; DNA FID counter: -3; VIM-2 inhibitor: -0.8

What do the screens show for `COc1ccccc1NS(=O)(=O)c1cccc(C(=O)NN=C2CCCCCC2)c1`?
IDE cell activ: -3; pCIP destab: 7; SUMO HTRF inh: -3; PfM18AAP inh: -2; IDE inh: 1; IMP-1 inh: -2.1; NS3 helicase inh: 1; DNA FID counter: -10; VIM-2 inhibitor: -4.3

Results for CC1=C(C(=O)OCC2CCCO2)C(c2cccc(C(F)(F)F)c2)C2=C(CC(c3ccco3)CC2=O)N1 (stereo unspecified) ?
IDE cell activ: -1; pCIP destab: 1; SUMO HTRF inh: 4; PfM18AAP inh: 5; IDE inh: 2; IMP-1 inh: 2.0; NS3 helicase inh: 27; DNA FID counter: -43; VIM-2 inhibitor: -1.0

What do the screens show for `Cc1ccc(S(=O)(=O)NC(=O)c2ccc(Br)o2)cc1`?
IDE cell activ: 0; pCIP destab: -16; SUMO HTRF inh: 0; PfM18AAP inh: 0; IDE inh: -2; IMP-1 inh: -3.8; NS3 helicase inh: -2; DNA FID counter: -2; VIM-2 inhibitor: -1.1

What do the screens show for `COc1ccc(C(=O)Nc2ccccc2C(=O)NCCCn2ccnc2)cc1`?
IDE cell activ: 5; pCIP destab: 5; SUMO HTRF inh: 12; PfM18AAP inh: 2; IMP-1 inh: 1.7; NS3 helicase inh: -3; DNA FID counter: 11; VIM-2 inhibitor: 1.5

What do the screens show for `COc1ccc(NC(=O)c2ccc(Cl)c(S(=O)(=O)N3CCc4ccccc4C3)c2)cn1`?
IDE cell activ: 3; pCIP destab: 4; SUMO HTRF inh: -22; PfM18AAP inh: -5; IDE inh: 3; IMP-1 inh: -0.6; NS3 helicase inh: -3; DNA FID counter: -13; VIM-2 inhibitor: -0.8

What do the screens show for `COc1ccc2nc(C)cc(SCC(=O)N/N=C/c3cccc4ccccc34)c2c1`?
IDE cell activ: -1; pCIP destab: 4; SUMO HTRF inh: -3; PfM18AAP inh: 3; IDE inh: 1; IMP-1 inh: -3.7; NS3 helicase inh: 4; DNA FID counter: 3; VIM-2 inhibitor: -0.6

Results for Cc1cc(NC(=O)CSc2nnc3c(C)cc4c(C)ccc(C)c4n23)no1 ?
IDE cell activ: 3; pCIP destab: 3; SUMO HTRF inh: 1; PfM18AAP inh: 3; IDE inh: 3; IMP-1 inh: -2.1; NS3 helicase inh: -3; DNA FID counter: -28; VIM-2 inhibitor: 1.1

How did COc1ccccc1NC(=O)c1c(C)oc2c1CCCC2 do in these assays?
IDE cell activ: -2; pCIP destab: -5; SUMO HTRF inh: 28; PfM18AAP inh: -7; IDE inh: 12; IMP-1 inh: -2.0; NS3 helicase inh: -5; DNA FID counter: -9; VIM-2 inhibitor: 1.3

How did COC(=O)Cc1cc(=O)[nH]c(Nc2nc3ccccc3o2)n1 do in these assays?
IDE cell activ: 1; pCIP destab: 5; SUMO HTRF inh: -52; PfM18AAP inh: 8; IDE inh: -1; IMP-1 inh: -13; NS3 helicase inh: 15; DNA FID counter: -17; VIM-2 inhibitor: 2.9

What do the screens show for `Cc1cccc(N2CCCn3c2nc2c3c(=O)[nH]c(=O)n2C)c1`?
IDE cell activ: 2; pCIP destab: -7; SUMO HTRF inh: 2; PfM18AAP inh: -2; IDE inh: 3; IMP-1 inh: -3.7; NS3 helicase inh: -6; DNA FID counter: -15; VIM-2 inhibitor: 1.3

How did O=C(CCn1cnc2ccccc21)N=Nc1c(O)[nH]c2ccccc12 do in these assays?
IDE cell activ: 6; pCIP destab: -13; SUMO HTRF inh: 3; PfM18AAP inh: -1; IDE inh: -5; IMP-1 inh: -4.0; NS3 helicase inh: 4; DNA FID counter: -16; VIM-2 inhibitor: 36*

Results for CS(=O)(=O)N(CC(=O)Nc1ccc(S(=O)(=O)N2CCOCC2)cc1)c1cccc(F)c1 ?
IDE cell activ: 0; pCIP destab: -4; SUMO HTRF inh: 3; PfM18AAP inh: 2; IDE inh: 8; IMP-1 inh: -2.6; NS3 helicase inh: -8; DNA FID counter: -7; VIM-2 inhibitor: -1.0

What do the screens show for `CCOC(=O)C(=O)c1cn(C2OCC(OC(C)=O)C(OC(C)=O)C2OC(C)=O)c2ccccc12` (stereo unspecified)?
IDE cell activ: 6; pCIP destab: 4; SUMO HTRF inh: -7; PfM18AAP inh: 2; IDE inh: 1; IMP-1 inh: -1.8; NS3 helicase inh: -4; DNA FID counter: -25; VIM-2 inhibitor: -1.1

Results for CCOc1ccc(S(=O)(=O)N2CCC(C(=O)NCc3cccnc3)CC2)cc1Cl ?
IDE cell activ: -1; pCIP destab: 5; SUMO HTRF inh: -22; PfM18AAP inh: 4; IDE inh: 4; IMP-1 inh: -2.6; NS3 helicase inh: -8; DNA FID counter: -20; VIM-2 inhibitor: 1.1

What do the screens show for `O=C(CCNC(=O)c1ccco1)Nc1ccccc1OC(F)F`?
IDE cell activ: 3; pCIP destab: -1; SUMO HTRF inh: 10; PfM18AAP inh: -3; IDE inh: -2; IMP-1 inh: -0.7; NS3 helicase inh: -3; DNA FID counter: -1; VIM-2 inhibitor: -1.1

Results for Cc1cccc(NC(=O)CSc2nc3ccccc3nc2N2CCCC2)c1 ?
IDE cell activ: 6; pCIP destab: -2; SUMO HTRF inh: -8; PfM18AAP inh: 15; IDE inh: -1; IMP-1 inh: 1.1; NS3 helicase inh: -7; DNA FID counter: -22; VIM-2 inhibitor: 1.0

How did C/C(=N\NC(=O)c1ccoc1C)c1ccc(Cl)s1 do in these assays?
IDE cell activ: 3; pCIP destab: -12; SUMO HTRF inh: 10; PfM18AAP inh: 9; IDE inh: 4; IMP-1 inh: -3.3; NS3 helicase inh: -1; DNA FID counter: -13; VIM-2 inhibitor: -1.8

What do the screens show for `COc1cccc(NC(C)=[N+](C)CCNS(=O)(=O)c2ccc(Cl)cc2)c1`?
IDE cell activ: 1; pCIP destab: 4; SUMO HTRF inh: 11; PfM18AAP inh: 7; IDE inh: 2; IMP-1 inh: 0.1; NS3 helicase inh: 4; DNA FID counter: 4; VIM-2 inhibitor: -2.1

What do the screens show for `COCCNC(=O)CN1CCN(Cc2cccc(Cl)c2)C1=O`?
IDE cell activ: -1; pCIP destab: -10; SUMO HTRF inh: 10; PfM18AAP inh: 8; IDE inh: 1; IMP-1 inh: -6.9; NS3 helicase inh: -4; DNA FID counter: -3; VIM-2 inhibitor: -4.4

Results for COc1ccccc1N1CCN(C(=O)C(=O)c2c(C)[nH]c3ccccc23)CC1 ?
IDE cell activ: 2; pCIP destab: -7; SUMO HTRF inh: 5; PfM18AAP inh: -1; IDE inh: -2; IMP-1 inh: 0.4; NS3 helicase inh: -8; DNA FID counter: -43; VIM-2 inhibitor: -1.4

The final 2 compounds of the section above open the next one:
What do the screens show for `COCCNC(=O)CN1CCN(Cc2cccc(Cl)c2)C1=O`?
IDE cell activ: -1; pCIP destab: -10; SUMO HTRF inh: 10; PfM18AAP inh: 8; IDE inh: 1; IMP-1 inh: -6.9; NS3 helicase inh: -4; DNA FID counter: -3; VIM-2 inhibitor: -4.4

Results for COc1ccccc1N1CCN(C(=O)C(=O)c2c(C)[nH]c3ccccc23)CC1 ?
IDE cell activ: 2; pCIP destab: -7; SUMO HTRF inh: 5; PfM18AAP inh: -1; IDE inh: -2; IMP-1 inh: 0.4; NS3 helicase inh: -8; DNA FID counter: -43; VIM-2 inhibitor: -1.4

What do the screens show for `CC(C)C(C(=O)O)N1C(=O)/C(=C/c2cccn2C)SC1=S` (stereo unspecified)?
IDE cell activ: -11; pCIP destab: -20; SUMO HTRF inh: -2; PfM18AAP inh: 6; IDE inh: 7; IMP-1 inh: -0.9; NS3 helicase inh: 35; DNA FID counter: -16; VIM-2 inhibitor: 2.2

How did Cc1ccc(NS(=O)(=O)c2cc(NC(=O)c3ccc4c(c3)NC(=O)CS4)ccc2C)c(C)c1 do in these assays?
IDE cell activ: -3; pCIP destab: 12; SUMO HTRF inh: -8; PfM18AAP inh: 48*; IDE inh: 0; IMP-1 inh: -2.1; NS3 helicase inh: 14; DNA FID counter: -17; VIM-2 inhibitor: -1.6

How did COc1cccc(NC(=O)NCCC2=CCCCC2)c1 do in these assays?
IDE cell activ: -7; pCIP destab: -12; SUMO HTRF inh: 6; PfM18AAP inh: -1; IDE inh: 5; IMP-1 inh: -2.4; NS3 helicase inh: -1; DNA FID counter: -13; VIM-2 inhibitor: -2.6

What do the screens show for `Cc1cc(Cl)c2oc(C(=O)N(C)CC3CCOCC3)c(C)c2c1`?
IDE cell activ: 2; pCIP destab: -2; SUMO HTRF inh: -4; PfM18AAP inh: 0; IDE inh: 2; IMP-1 inh: -2.5; NS3 helicase inh: 2; DNA FID counter: -46; VIM-2 inhibitor: 0.3

What do the screens show for `O=C(NC1CCCCCC1)c1ccc(Cl)c(S(=O)(=O)N2CCOCC2)c1`?
IDE cell activ: 1; pCIP destab: 10; SUMO HTRF inh: -9; PfM18AAP inh: -4; IDE inh: -1; IMP-1 inh: -0.3; NS3 helicase inh: 4; DNA FID counter: -30; VIM-2 inhibitor: 0.4

How did CCc1ccc(OCC(=O)NCc2ccco2)c(Br)c1 do in these assays?
IDE cell activ: 2; pCIP destab: -8; SUMO HTRF inh: 5; PfM18AAP inh: 4; IDE inh: 0; IMP-1 inh: -1.8; NS3 helicase inh: 0; DNA FID counter: -22; VIM-2 inhibitor: -0.2

What do the screens show for `CCCCNC(=O)c1onc(CSc2ccccc2C)c1C(=O)O`?
IDE cell activ: 1; pCIP destab: -6; SUMO HTRF inh: -10; PfM18AAP inh: 0; IDE inh: 5; IMP-1 inh: -1.1; NS3 helicase inh: 13; DNA FID counter: -30; VIM-2 inhibitor: -1.0

How did CCCn1c(C(O)c2ccc(C)cc2)nc2ccccc21 (stereo unspecified) do in these assays?
IDE cell activ: -3; pCIP destab: -6; SUMO HTRF inh: -5; PfM18AAP inh: -6; IMP-1 inh: -3.4; NS3 helicase inh: -6; DNA FID counter: -21; VIM-2 inhibitor: -2.4
